LMNA splice mod = LMNA splicing modulation; Potency, µM (doses to about 46.1 µM), inactives show at the top dose ratio change, negative = inhibition, most hits filed as inhibitors; HeLa LMNA splicing GFP/RFP minigene ratio, 48 h; 200,000 compounds, 0.01% hits; AID 1487; active = well fitted inhibition curve with a large enough effect in the signal ratio, with a control signal flat, not every such curve was filed as active; inconclusive = small, poorly fitted or top-dose-only effect, or effect the other way, or a change in a side signal; the % refers to the signal ratio; also: potency is read from the fitted curve at half-maximal effect; % is scaled to controls: 0 for no effect and ±100 for the full control effect
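S3 HeLa cells stably expressing lamin A-EGFP splicing minigene plus DsRed2, 600 cells/well, 48 h compound exposure at 37C. Laser-scanning cytometry; analysed as GFP (500-530 nm)/RFP (575-640 nm) total intensity ratio; 0.5% DMSO vehicle.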
KinaseGlo FLuc = Kinase-Glo luciferase inhibition (counter-screen). Potency, µM (highest dose often 38.3 µM), for the others: at the highest dose activity change, negative = inhibition, most hits filed as inhibitors. Kinase-Glo luciferase, ATP luminescence, 8 min. 200,000 compounds, 0.28% hits. Q27757. AID 1379; also: potency is read from the fitted curve at half-maximal effect; % is scaled to controls: 0 for no effect and ±100 for the full control effect; nearly all actives have a fitted effect of over 60% in size
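Luminescence was the read-out, taken after 8-minute incubation at ambient temperature. Luciferase turned over luciferin with 10 uM ATP in imidazole pH 7.2 buffer containing KCl, MgCl2, Tween 20 and BSA.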
HTT ATP protect = protects HTT-Q103 PC12 cells, measured by ATP; PC12 HTT-Q103 induced, cytoprotection, ATP luminescence, 40 h; AID 1471; Potency, µM (doses to about 56.4 µM), without a hit: cytoprotection (ATP increase), most hits filed as activators; 230,000 compounds, 0.14% hits;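 also: potency is read from the fitted curve at half-maximal effect; % of control where 0% means no effect; nearly all actives have a fitted effect of over 45% in size; toxic huntingtin expression switched on by the ecdysone agonist tebufenozide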
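Compounds were screened for protection of PC12 cells against cell death after tebufenozide induction (100 nM final) of mutant Huntingtin exon 1 (Q103) fused to GFP.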
IMPase Li cell = membrane-permeable IMPase blocker, potentiated with lithium; CHO-M1 cells, IP1 TR-FRET (IP-One), carbachol + lithium; Potency, µM (top dose mostly 59.4 µM), for the others: at the highest dose activity, negative = IMPase inhibition, most hits filed as inhibitors; 210,000 compounds, 0.35% hits; AID 1457;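 also: IP1 builds up when IMPase is blocked and the TR-FRET signal falls; potency is read from the fitted curve at half-maximal effect; plate controls were basal vehicle for no effect and high inhibitor control for full effect; nearly all actives have a fitted effect of over 50% in size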
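Lithium-sensitised IP1 accumulation assay; M1-expressing CHO cells treated 30 min at 37C with compound. Competitive antibody detection by time-resolved FRET followed a 10 min room-temperature lysis step.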
SMN2 splice up = enhancers of SMN2 splice variant expression; HEK293 SMN2-luciferase splicing reporter, luminescence, 30-36 h; Potency, µM (titrated, usually from 46.1 µM), inactives show at the highest dose activity change, positive = activation, usual class: activators; 210,000 compounds, 2.8% hits; also: potency is read from the fitted curve at half-maximal effect; % of control where 0% means no effect; nearly all actives have a fitted effect of over 55% in size
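HEK293 cells carry an SMN2 minigene-luciferase reporter in which exon 7 inclusion puts luciferase in frame. Cells were seeded at 2000 cells/well, attached for 10-12 hours, then exposed to compounds for 30-36 hours at 37C before ONE-Glo luminescence.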
HTT aggregate = inhibitors of mutant huntingtin aggregate formation in PC12 cells. Potency, µM (top dose mostly 46.1 µM), for the others: at the highest dose activity change, negative = inhibition, actives largely listed as inhibitors. 220,000 compounds, 1.1% hits. PC12 HttQ103-GFP aggregates, Acumen cytometry, 40 h; also: potency is read from the fitted curve at half-maximal effect; % is scaled to controls: 0 for no effect and ±100 for the full control effect; nearly all actives have a fitted effect of over 60% in size
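PC12 cells stably carrying ecdysone-inducible HTT exon 1 Q103–GFP were induced with tebufenozide (100 nM final) and treated with library compounds in titration. GFP aggregates in lysates were counted by laser scanning cytometry.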
CBFb RUNX1 block = inhibitors of human CBF-beta and RUNX1 interaction. Q01196+Q13951. AlphaScreen CBFb-His/RUNX1-biotin binding, biochemical. Potency, µM (top dose mostly 59.8 µM), for inactives: at the highest dose activity, negative = inhibition, actives largely listed as inhibitors. 230,000 tested, under 10 active; also: % of control where 0% means no effect
Target sequence (Q01196 whole entry, looked up): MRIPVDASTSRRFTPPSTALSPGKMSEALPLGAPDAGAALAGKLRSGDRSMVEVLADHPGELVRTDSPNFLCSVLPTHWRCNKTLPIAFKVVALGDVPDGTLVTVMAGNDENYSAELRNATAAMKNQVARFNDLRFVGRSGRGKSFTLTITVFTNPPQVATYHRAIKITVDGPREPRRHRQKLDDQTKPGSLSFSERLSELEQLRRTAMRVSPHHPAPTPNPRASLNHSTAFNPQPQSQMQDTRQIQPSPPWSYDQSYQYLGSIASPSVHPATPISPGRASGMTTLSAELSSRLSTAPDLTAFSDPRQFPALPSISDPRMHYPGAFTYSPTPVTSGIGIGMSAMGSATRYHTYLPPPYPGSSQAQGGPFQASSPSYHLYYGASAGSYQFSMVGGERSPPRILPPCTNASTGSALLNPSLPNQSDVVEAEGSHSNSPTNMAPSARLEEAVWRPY
Target sequence (Q13951 whole entry, looked up): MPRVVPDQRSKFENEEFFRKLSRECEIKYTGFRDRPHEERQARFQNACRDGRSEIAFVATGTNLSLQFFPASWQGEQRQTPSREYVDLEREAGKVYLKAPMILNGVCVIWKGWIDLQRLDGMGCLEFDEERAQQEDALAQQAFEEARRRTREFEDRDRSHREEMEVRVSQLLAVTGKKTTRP
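Read-out: AlphaScreen. Format: His-CBF-beta with biotinylated RUNX1 (30 nM each) preincubated 20 min, compound 15 min, Ni-chelate plus streptavidin beads 90 min; room temperature throughout.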
Starred values were filed as active, the others as inactive; ? = inconclusive; nt = no result given; [ ] = remark or other dose. Unless noted, calls follow the shape of the dose curve; as a rule, active = well fitted curve in the direction sought with a large enough effect; inconclusive = small, poorly fitted or top-dose-only effect, or another doubt; inactive = no such curve, though single readings can be large; an effect the other way counts as inactive or inconclusive.

SMILES | LMNA splice mod | KinaseGlo FLuc | HTT ATP protect | IMPase Li cell | SMN2 splice up | HTT aggregate | CBFb RUNX1 block
CCOC(=O)C1CCN(S(=O)(=O)c2nc3nc(C)cc(C)n3n2)CC1 | -2.2% | 0.0% | 14.8% | 17.0%[38.3 µM] | 10.1% | 8.5% | -1.3%
Cn1nc(CC(=O)Nc2cccc3ncccc23)c2ccccc2c1=O | ? | nt | 12.5%[10 µM] | nt | nt | ? | 1.3%
COc1ccc(OC)c(NC(=O)CSc2nnc3ccc(-c4ccncc4)nn23)c1 | 9.0%[46 µM] | -0.2% | -36.9%[inhibitor] | 18.5% | 7.5% | 9.9% | 15.4%
COc1ccc(S(=O)(=O)NCC(c2cccnc2)N2CCN(C)CC2)cc1C (stereo not given) | -2.7% | 0.3% | -5.3%[10 µM] | -3.0% | -0.4% | 8.5% | -1.2%
CCOc1ccc(NC(=O)c2c(OC)cccc2OC)cc1 | nt | 2.8% | -5.2% | -7.8% | -23.2% | -1.6% | 6.8%
COc1ccccc1NC(=O)c1ccc(NC(=O)COC(=O)C2CCCO2)cc1 (stereo not given) | 6.8%[46 µM] | 1.6% | nt | 0.7% | 6.8% | 11.9% | 0.1%
Cc1cc(C)nc(/N=C(\N)N2CCCCCC2)n1 | -9.8% | nt | 19.2%[10 µM] | nt | nt | ? | -6.9%
CC(C)c1ccc(OCC(=O)NNC(=O)c2cnccn2)cc1 | nt | nt | 18.3%[10 µM] | nt | nt | 18.6%[9.22 µM] | 3.1%
Cc1c(C=C2C(=O)c3ccccc3C2=O)cc(C#N)n1C | 1.6%[46 µM] | nt | 12.0%[10 µM] | nt | nt | 0.9%[9.22 µM] | 22.4%
CCSc1nnc(Cc2cc(=O)[nH]c(=O)[nH]2)n1-c1cccc(C)c1 | nt | nt | 5.8%[10 µM] | nt | nt | 0.5%[9.22 µM] | 4.3%
CCC(CC)C(=O)Nc1ccccc1-n1cccc1 | 8.9% | -3.2% | -5.9% | 2.7%[38.3 µM] | 2.4% | 0.9% | -1.2%
CCN(CC)c1c([N+](=O)[O-])c(=O)n(CC)c2ccccc12 | nt | nt | 3.6%[10 µM] | nt | nt | -8.1%[9.22 µM] | -0.6%

Part of the list above, with two lines to a compound:
Fields – LMNA splice mod, KinaseGlo FLuc, HTT ATP protect, IMPase Li cell, SMN2 splice up, HTT aggregate, CBFb RUNX1 block
> Cc1c(C=C2C(=O)c3ccccc3C2=O)cc(C#N)n1C
→ 1.6%[46 µM], nt, 12.0%[10 µM], nt, nt, 0.9%[9.22 µM], 22.4%
> COc1ccc(S(=O)(=O)NCC(c2cccnc2)N2CCN(C)CC2)cc1C (stereo not given)
→ -2.7%, 0.3%, -5.3%[10 µM], -3.0%, -0.4%, 8.5%, -1.2%
> CCC(CC)C(=O)Nc1ccccc1-n1cccc1
→ 8.9%, -3.2%, -5.9%, 2.7%[38.3 µM], 2.4%, 0.9%, -1.2%
> Cc1cc(C)nc(/N=C(\N)N2CCCCCC2)n1
→ -9.8%, nt, 19.2%[10 µM], nt, nt, ?, -6.9%

The results go on:
SMILES | LMNA splice mod | KinaseGlo FLuc | HTT ATP protect | IMPase Li cell | SMN2 splice up | HTT aggregate | CBFb RUNX1 block
N=C1C(=O)OCC1c1ccccc1NC(=O)Nc1ccccc1 (stereo not given) | nt | -0.8% | nt | -3.3% | 2.1% | 27.1% | 4.9%
Cc1ccc(SCC(=O)NC(=O)NC(C)C)c(C)c1 | ? | 1.2% | -22.4% | 0.6% | 11.7% | 11.8% | 7.2%
COCCNC(=O)C(C)N1c2cccc3cccc(c23)S1(=O)=O (stereo not given) | -1.6% | 3.4% | 14.5%[10 µM] | -0.8% | -7.3% | -5.5% | 8.4%
CCOC(=O)Cn1c(=N)n(Cc2ccccc2)c2ccccc21 | 4.6% | -6.3% | -20.2% | -1.4%[38.3 µM] | 0.4% | 4.5% | 5.4%
CC1Cn2c(nnc2-c2ccccc2O)S1 (stereo not given) | 1.7% | -3.2% | -13.8% | 13.3%[38.3 µM] | 17.6% | -13.7% | -3.9%
CCOCCCNC(=O)C(c1ccc(Cl)cc1)N(Cc1cccs1)C(=O)c1ccccn1 (stereo not given) | -3.9%[9.22 µM] | -2.0% | -4.8% | 8.1% | -16.5% | 23.3% | 7.4%
COc1ccccc1NC(=O)c1cc2c(s1)-c1ccccc1S(=O)(=O)C2 | nt | nt | -7.3%[10 µM] | nt | nt | 5.4%[9.22 µM] | -5.2%
N[C@@H](Cc1ccc(O)cc1)c1nnc([C@H](CO)NC(=O)C2CCNCC2)o1 | nt | nt | 21.2%[10 µM] | -4.2% | nt | 8.3%[9.22 µM] | 22.4%
Cn1c(C(=O)N(Cc2ccccc2)Cc2ccccn2)cc2sccc21 | -0.2% | -2.9% | 9.3% | 20.9%[38.3 µM] | 10.7% | 16.7% | -4.5%
CN1C(=O)C(O)(CC(=O)c2cccc(-n3cccc3)c2)c2ccccc21 (stereo not given) | -2.8% | -0.6% | -24.1% | 15.9%[38.3 µM] | 11.6% | 4.5% | 20.0%
C/C(CC(=O)Nc1ccccc1Cl)=N\NC(=O)C(=O)NCCO | 10.6%[46 µM] | -3.0% | 2.9% | -3.9% | -12.5% | -25.8% | 0.1%
CCCNS(=O)(=O)c1ccc(NC(=O)c2cccnc2)cc1 | -4.2% | 1.6% | -9.7% | 23.6%[38.3 µM] | -33.1%[inhibitor] | -15.1% | -2.5%
Fc1ccc(Oc2nc(-c3ccccn3)nc3ccccc23)cc1 | ? | nt | 12.4%[10 µM] | nt | nt | 11.7%[9.22 µM] | -13.3%
COc1ccc(NC(=O)c2cnc3sccn3c2=O)cc1 | 4.5% | -2.1% | -10.7% | 22.2%[38.3 µM] | 14.1µM* | -7.7% | 3.6%
CCCC(=O)Nc1cc(-c2nc3ncccc3o2)ccc1C | -8.3% | 1.5% | 7.5%[10 µM] | -1.4% | 5.5% | -4.5% | 18.5%
O=C1CC(N2CCN(C/C=C/c3ccccc3)CC2)C(=O)N1Cc1cccs1 (stereo not given) | 17.5% | -1.5% | -3.2%[10 µM] | 37.5%[activator][38.3 µM] | -19.1% | 5.3% | -2.4%
COc1ccccc1C1/C(=C(/O)c2ccc(C)cc2)C(=O)C(=O)N1CC(C)O (stereo not given) | 6.2% | -0.8% | -3.0%[10 µM] | ? | -10.3% | 7.1% | -0.9%
Cc1cc(C)nc(NC(=O)Cc2ccc([N+](=O)[O-])cc2)c1 | 11.1% | 9.1% | 3.3%[0.074 µM] | 7.1% | 7.8% | -2.8% | -4.0%
CCOC(=O)N1CCN(S(=O)(=O)/C=C/c2ccccc2)CC1 | -1.6% | 13.9% | -0.1% | -7.0%[38.3 µM] | -15.6% | -16.9% | 0.7%
O=C1c2ccccc2C(=O)c2c1cccc2N1CCN(Cc2ccccc2)CC1 | 0.1% | -9.9% | -15.9% | 20.6%[38.3 µM] | -21.1% | 2.7% | nt
O=C(OCC(=O)c1c[nH]c2ccccc12)c1ccco1 | 4.6% | -2.7% | -6.0% | -12.0%[38.3 µM] | 0.8% | 2.4% | -1.6%
Nc1cc(Oc2cccnc2)cc([N+](=O)[O-])c1 | nt | 2.2% | -16.2% | 12.8% | -4.7% | -10.4% | -1.8%
COc1ccc(OC)c(S(=O)(=O)NC(N)=NCCc2ccccc2)c1 | 15.8%[9.22 µM] | -1.2% | -25.0% | 2.3% | -19.3% | -1.6% | 6.2%
Cn1c(SCC(=O)N2CCCC2)nc2cccnc21 | 0.0%[46 µM] | -1.6% | -11.8%[10 µM] | 18.8% | nt | -6.2%[9.22 µM] | 3.2%

An excerpt from above, limited to KinaseGlo FLuc:
| SMILES | KinaseGlo FLuc |
| --- | --- |
| COc1ccc(NC(=O)c2cnc3sccn3c2=O)cc1 | -2.1% |
| O=C(OCC(=O)c1c[nH]c2ccccc12)c1ccco1 | -2.7% |
| O=C1CC(N2CCN(C/C=C/c3ccccc3)CC2)C(=O)N1Cc1cccs1 (stereo not given) | -1.5% |

New compounds follow
SMILES | LMNA splice mod | KinaseGlo FLuc | HTT ATP protect | IMPase Li cell | SMN2 splice up | HTT aggregate | CBFb RUNX1 block
Cc1[nH]c(=O)[nH]c(=O)c1/C=N/NC(=O)[C@H](C)N | nt | nt | -1.5%[10 µM] | nt | nt | 26.4%[9.22 µM] | -16.5%
C/C(=N\NC(=O)c1ccc(CN2CCc3ccccc3C2)cc1)c1ccccc1O | nt | -4.2% | -170.9%[inhibitor] | 1.4% | -61.8%[inhibitor] | 10µM* | -12.7%
CCOc1ccc(C(C(=O)NC2CCCC2)N(Cc2ccccc2)C(=O)c2nsc(Cl)c2Cl)cc1 (stereo not given) | -16.3% | 2.2% | -8.7%[10 µM] | 7.7% | -9.5% | ? | 15.5%
CCCCCCCc1nc2nc(C)c(Br)c(=O)n2[nH]1 | nt | nt | -18.9%[10 µM] | nt | nt | 2.4%[9.22 µM] | 2.0%
COc1ccc(N2C(=O)CCC(C(=O)N(C)C3CCCCC3)C2c2ccc(OC)c(OC)c2)cc1 (stereo not given) | -2.0% | 0.3% | 4.6% | 15.7%[38.3 µM] | 18.6% | 3.1% | 8.8%
Cc1ccccc1N1CCN(Cc2nc(Cc3ccccc3F)no2)CC1 | nt | nt | -10.2%[10 µM] | nt | nt | -6.3%[9.22 µM] | 16.3%
CC(C)C(=O)Nc1ccc(NC(=O)c2ccccn2)cn1 | -2.7% | nt | -14.2% | nt | nt | -24.2% | 10.1%
Cn1nc(C(C)(C)C)cc1NC(=O)Nc1ccc(Cl)cc1 | nt | nt | 10.8%[10 µM] | nt | nt | -28.0%[9.22 µM] | 6.6%
CCN(C(=O)CSc1nc2nc(C)cc(C)n2n1)C1CCS(=O)(=O)C1 (stereo not given) | -12.0%[46 µM] | 0.5% | -39.1%[inhibitor] | 4.7% | 15.4% | 11.5% | -6.3%
CCOC(=O)C(NC(=O)CC)C(O)c1cccc([N+](=O)[O-])c1 (stereo not given) | -9.3% | 1.0% | 5.1%[10 µM] | 6.8% | -11.7% | -10.9% | 14.0%
Cc1ccccc1CCN(C(=O)Cn1nnc2ccccc21)C(C(=O)NCC1CCCO1)c1nc2ccccc2n1C (stereo not given) | -13.4% | -2.0% | 11.0%[10 µM] | -5.2% | 3.0% | -7.7% | 5.2%
CC1CC(=O)Nc2ccccc2N1S(=O)(=O)c1ccc(Br)cc1 (stereo not given) | -4.7% | 4.4% | 4.9%[10 µM] | 10.2%[38.3 µM] | 3.0% | 3.8% | 1.5%

Screens (PubChem)
